Screens as filed in PubChem.
MITF inh – blocks human microphthalmia-associated transcription factor. O75030. AlphaScreen MITF homodimerization, bead proximity signal. inhibition, % at 2.6 µM. 0.91% of 650,000 active; in the data active = inhibition above about 50%;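 note: 0% = vehicle wells with protein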
Target sequence (O75030 whole entry, looked up): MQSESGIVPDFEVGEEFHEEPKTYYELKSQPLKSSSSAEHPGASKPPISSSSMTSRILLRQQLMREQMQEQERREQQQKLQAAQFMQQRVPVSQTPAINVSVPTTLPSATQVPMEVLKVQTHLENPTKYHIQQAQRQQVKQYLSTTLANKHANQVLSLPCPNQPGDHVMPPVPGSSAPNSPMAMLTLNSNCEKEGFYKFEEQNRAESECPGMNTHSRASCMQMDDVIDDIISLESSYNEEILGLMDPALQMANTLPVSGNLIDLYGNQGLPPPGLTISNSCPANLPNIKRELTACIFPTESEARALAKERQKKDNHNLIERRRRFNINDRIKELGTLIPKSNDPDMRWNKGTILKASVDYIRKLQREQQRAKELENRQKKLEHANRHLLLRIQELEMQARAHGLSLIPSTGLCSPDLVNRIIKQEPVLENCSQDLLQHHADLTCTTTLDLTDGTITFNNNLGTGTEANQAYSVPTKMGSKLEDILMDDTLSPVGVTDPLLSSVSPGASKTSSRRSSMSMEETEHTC
GPR151 activ – activators of human GPR151. 1% of 650,000 active. PathHunter beta-arrestin GPR151 cells, luminescence. activation, % at 11.2 µM. Q8TDV0; in the data active = activation above about 4.9%;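 note: 0% = median of compound wells and 100% = cells with positive control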
Target sequence (Q8TDV0 whole entry, looked up): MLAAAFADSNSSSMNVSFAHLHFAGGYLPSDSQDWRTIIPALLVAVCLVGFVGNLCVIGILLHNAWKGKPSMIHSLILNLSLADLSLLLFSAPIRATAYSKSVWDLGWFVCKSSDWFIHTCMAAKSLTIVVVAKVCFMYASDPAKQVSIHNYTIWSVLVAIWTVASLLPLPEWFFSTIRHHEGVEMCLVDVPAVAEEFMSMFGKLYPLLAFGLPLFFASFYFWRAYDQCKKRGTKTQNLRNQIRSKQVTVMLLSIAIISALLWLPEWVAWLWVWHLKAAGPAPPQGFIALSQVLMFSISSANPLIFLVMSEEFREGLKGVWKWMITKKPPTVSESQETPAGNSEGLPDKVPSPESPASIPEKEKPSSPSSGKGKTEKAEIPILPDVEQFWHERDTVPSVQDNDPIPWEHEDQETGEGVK
TEAD-YAP block – TEAD-YAP interaction inhibition | HEK-TIYL cells, TEAD-Gal4/YAP UAS-luciferase luminescence | inhibition, % at 9.12 µM | 1.4% of 640,000 active | AID 1259422; in the data active = inhibition above about 32%;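 note: 0% = median of test compound wells and 100% = reference inhibitor wells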
FBW7 act – activators of human E3 ligase FBW7; Q969H0; AlphaScreen FBW7–phospho-cyclin E peptide binding, activator screen; 0.13% of 650,000 active; normalized activity (activation), % at 26.1 µM; in the data active = normalized activity above about 1.9%;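 note: purified mutant Fbw7 with reduced substrate affinity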
* = called active by the depositor.

Fields: MITF inh, GPR151 activ, TEAD-YAP block, FBW7 act
- O=C(Cn1cc(NC(=O)CCOc2ccccc2)cn1)NCCc1cscn1
    -1, 0.5, 4, 0.0
- Cc1nn(C)c(C)c1-c1nc(Nc2ccc(Oc3ccccc3)cc2)c2ncn(-c3ccsc3)c2n1
    20, 0.2, -19, 0.4
- Cc1ccc(C)c(NC(=O)C(=O)NCC2CCCN2S(=O)(=O)c2cc(C)ccc2C)c1 (stereo not drawn)
    1, 0.6, 0, -0.2
- CC1=CC(C)(C)NC(=S)N1Cc1ccccc1
    14, -0.2, 1, 0.2
- CC1CC(C)(C)NC(=S)N1CCCC(=O)Nc1ccccc1F (stereo not drawn)
    1, -0.5, -6, 0.0
- CCOCCn1cnc2sc(C(=O)N3CCCC3)c(C)c2c1=O
    3, 0.8, -6, 0.0
- COc1ccc(-c2nc3n(c2NC(C)(C)C)CCN(Cc2cnn(C)c2C)C3)cc1
    14, -1.4, -13, -0.1
- Cc1ccc(C(=O)Nc2ccc3nc(SCC(=O)N4CCOCC4)sc3c2)cc1
    1, -0.7, -18, -0.1
- COC(=O)C1=C(C)NC(=S)NC1c1cc(OC)c(OC)cc1Cl (stereo not drawn)
    1, 0.4, -2, -0.2
- O=C(O)c1ccc2c(c1)C(=O)N(c1ccccc1O)C2=O
    7, 0.3, 6, 0.1
- CCC(=O)N1CCCN(S(=O)(=O)c2ccc(C)cc2)C1c1ccc(OC)cc1 (stereo not drawn)
    3, 0.5, -9, 0.2
- CCOC(=O)C1CCN(C(=O)c2ccc(OC)c(OC)c2)CC1
    17, -1.6, 2, 0.0
- Cc1cc(OC(C)C(=O)NC2CCS(=O)(=O)C2)cc(C)c1Cl (stereo not drawn)
    -9, 0.2, -10, 0.0
- COc1ccc(-c2noc(CC(=O)N3CCN(c4ccccc4F)CC3)n2)cc1
    12, 0.0, -11, 0.1
- CC(=O)Nc1ccc2oc(-c3ccc(C(C)C)cc3)cc(=O)c2c1
    8, -0.2, -37, 0.0
- CCOC(=O)N/N=C(\C)c1ccc(OC)cc1O
    -15, 0.3, -29, 0.2
- CC(C)Oc1ccc(C(=O)Nc2cc(-c3nc4ncccc4o3)ccc2Cl)cc1
    -10, 0.8, -1, 0.0
- CCOC(=O)C1CCN(c2ncnc3c2cnn3-c2ccc(Cl)cc2)CC1
    2, -0.6, 4, 0.0
- O=C(CSc1ccc(F)cc1)Nc1cccc2ccccc12
    -3, 7.4*, -17, 0.0
- CN(Cc1ccccc1)C(=O)CCC1CCN(C(=O)CN2CCOC2=O)CC1
    4, -0.5, -17, 0.1
- Oc1c(CN2CCN(c3cccc(C(F)(F)F)c3)CC2)cc(COCc2ccccc2)c2cccnc12
    1, -0.7, 11, -0.8
- O=C(Nc1cccc2c1C(=O)c1ccccc1C2=O)c1cc(Cl)sc1Cl
    12, -1.3, 1, 0.0
- CCOc1ccc(-n2cc(C(=O)Nc3cc(OC)c(OC)c(OC)c3)c3cc(OC)c(OC)cc3c2=O)cc1
    10, -0.2, -1, 0.0
- Cn1c(N)c(-c2nc(C3CCCC3)c(C(=O)c3cc(F)ccc3F)s2)c(=O)n(C)c1=O
    -2, 1.0, -2, 0.0
- Cc1cc(NC(=O)CCN2CCCC(C)C2)ccc1Br (stereo not drawn)
    -13, -0.1, -3, 0.2
- CCCOc1ccc(/C(O)=C2\C(=O)C(=O)N(c3nc(C)c(C(=O)OC)s3)C2c2ccc(OC)c(OC)c2)cc1C (stereo not drawn)
    -5, -1.1, -15, -0.1
- O=C(Nc1cccc(O)c1)c1ccc(Br)cc1
    0, -0.4, 36*, 0.7
- CC(C)CC(O)C1CCN(C(=O)CCc2nnc(-c3ccc4c(c3)OCO4)o2)CC1 (stereo not drawn)
    16, -2.2, -3, 0.2
- COc1ccc2nc(NC(=O)COC(=O)/C(C#N)=C/c3ccccc3)sc2c1
    -5, -2.9, -13, 0.0
- O=C(O)c1c(NC(=O)C2CC2)sc2c1CCC2
    4, 0.6, 7, 0.0

The closing three compounds of the section above are carried over, then new ones follow:
Fields: MITF inh, GPR151 activ, TEAD-YAP block, FBW7 act
- CC(C)CC(O)C1CCN(C(=O)CCc2nnc(-c3ccc4c(c3)OCO4)o2)CC1 (stereo not drawn)
    16, -2.2, -3, 0.2
- COc1ccc2nc(NC(=O)COC(=O)/C(C#N)=C/c3ccccc3)sc2c1
    -5, -2.9, -13, 0.0
- O=C(O)c1c(NC(=O)C2CC2)sc2c1CCC2
    4, 0.6, 7, 0.0
- Cc1ccc2c(c1)CN(Cc1ccncc1)CC(c1ccsc1)O2 (stereo not drawn)
    -3, 0.0, -8, -0.2
- CN(C)Cc1c(C(=O)N/N=C/c2ccccc2)nnn1-c1nonc1N
    3, 0.4, 0, -0.1
- O=C(CSc1nc2ccccc2c(=O)[nH]1)Nc1ccccc1
    5, 2.0, 7, 0.1
- O=C(CN1CCN(Cc2ccccc2Cl)C1=O)NCc1cccnc1
    -1, 0.5, 13, 0.4
- Cc1ccc(-n2nc(-c3ccccc3)n[n+]2-c2nn[nH]n2)cc1
    -10, -1.9, 0, -0.4
- Cc1cc(NC(=O)CSc2nnc3c(C)cc4cc5c(cc4n23)OCCO5)no1
    3, -0.3, 6, 0.2
- CC(C)c1nnc(C2CCN(C(=O)C3CCN(S(C)(=O)=O)CC3)CC2)o1
    -4, 0.7, -5, -0.1
- CC(=O)N1CCN(C2=NC(=O)/C(=C\c3ccccc3Cl)S2)CC1
    -7, -2.4, -5, 0.0
- CCOC(=O)C1(Cc2ccc(OC)cc2)CCN(C(=O)CSC)CC1
    8, -0.5, 5, 0.0
- Cc1nn(S(=O)(=O)c2ccccc2[N+](=O)[O-])c(-c2ccccc2)c1Sc1ccccc1
    6, 0.7, 4, -0.4
- O=C(c1ccc(F)cc1)N1CCC2(CC1)NC(=O)N(Cc1ccc(Cl)cc1)C2=O
    21, 0.7, 15, 1.2
- COc1ccc(C(=O)/C=C(\C)NCc2ccc3c(c2)OCO3)cc1
    7, -0.5, 3, -0.1
- CC1=C(C(=O)OC(C)C)C(c2ccc(Cl)c(Cl)c2)CC(=O)N1 (stereo not drawn)
    -7, -1.2, -4, 0.0
- C=CCn1c2ccccc2c2nnc(SCc3ccccc3F)nc21
    -10, -1.6, 3, 0.0
- CCN(CC)S(=O)(=O)c1cccc(NC(=O)c2ccc(-n3cncn3)c([N+](=O)[O-])c2)c1
    9, 1.3, 2, -0.3
- COc1ccccc1NC(=O)C(=O)N/N=C(\C)CC(=O)Nc1c(C)cc(C)cc1C
    -7, -0.1, -23, 0.0
- CC(=O)CC(=O)OC1(C2(OC(=O)CC(C)=O)CCCCC2)CCCCC1
    -6, 0.2, 11, 0.2
- C=CCn1c(Sc2nc(C)cs2)nc2c1c(=O)[nH]c(=O)n2C
    7, 1.3, -9, 0.0
- CC(=O)Oc1ccc(N2C(=O)c3cccnc3C2=O)cc1
    37, 0.3, -6, -1.6
- COc1ccc(-n2sc3c(c2=S)-c2cc(C)ccc2N(C)C3(C)C)cc1OC
    20, -1.6, 5, -0.2
- Cn1c(SCC(=O)N/N=C2/CC3CCC2(C)C3(C)C)nnc1-c1ccco1 (stereo not drawn)
    10, 0.3, 1, 0.0
- Cc1cc(C)c2c(C)nn(-c3ccc(C(=O)O)cc3)c2n1
    6, -1.0, 6, 0.6
- C=CCn1c(=N)n(CC(=O)c2ccc(Br)cc2)c2ccccc21
    -2, -1.6, 0, 0.3
- COc1ccc(OC)c(-n2c(CNC(=O)c3ccc(S(=O)(=O)N(C)C)cc3)nnc2SCC(=O)Nc2nnc(C)s2)c1
    11, -0.9, -3, 0.0
- Cc1cc(=O)oc2c1C(=O)c1ccccc1-2
    2, 4.4, 4, 0.1
- CS(=O)(=O)c1cncnc1C1CCCN(C(=O)Nc2ccccc2F)C1 (stereo not drawn)
    19, -0.1, 10, -0.1
- Cc1cc(NS(=O)(=O)c2cccc([N+](=O)[O-])c2)ccc1O
    4, -1.5, 1, 0.1
- CC1(C)C2CCC1(CS(=O)(=O)N1CCCC1C(=O)O)C(=O)C2 (stereo not drawn)
    0, 1.3, -7, 0.0
- O=[N+]([O-])c1ccc2c(c1)c(-c1ccccc1)nc1nnnn12
    0, 0.1, 19, -0.3
- CCc1ccc(N(C(=O)c2ccccc2)C2C=CS(=O)(=O)C2)cc1 (stereo not drawn)
    -11, 0.0, 3, 0.0
- Cc1cc([N+](=O)[O-])cc2sc(N)nc12
    2, 0.5, -12, -0.2
- CCOC(=O)C1CCN(CC(C)c2ccccc2)CC1 (stereo not drawn)
    -8, 0.0, 9, 0.0
- COc1ccc(-c2ccc(=O)n(Cc3ccccc3)c2)cc1
    -5, 1.1, 4, -0.2
- CCOC(=O)c1[nH]c(C)c(C(=O)Nc2ccc(F)cc2)c1C
    9, -0.5, -3, -0.1
- CC(C)N(CCNC(=O)c1cccc(Nc2ccccc2)n1)C(C)C
    13, -0.1, -7, 0.0
- CCn1c(CNc2ccc(C)cc2)nnc1SCC(=O)N1CCCCC1C (stereo not drawn)
    5, 1.2, 3, 0.1
- COC(=O)c1ccc(Cl)c(NC(=O)CN2CCN(c3ccccc3)CC2)c1
    0, 1.2, 14, -0.1
- CCc1nc2sc3c(c2c2nnc(SCC(=O)Nc4cc(C)on4)n12)CCCC3
    11, 0.9, -5, 0.0
- CC(C)n1c(Nc2ccccc2)nc2c(NCCO)ncnc21
    2, -1.0, 2, 0.0
- Cn1nnc(NC(=O)c2ccc([N+](=O)[O-])cc2Cl)n1
    0, -0.9, 3, -0.3
- COc1ccc(C2/C(=C(\O)c3ccc(Cl)cc3)C(=O)C(=O)N2CCCN2CCOCC2)cc1 (stereo not drawn)
    35, 1.1, -1, -0.1
- Cc1nccn1CCCN1C(=O)OC2(CCCCC2)C1(C)O (stereo not drawn)
    13, 1.1, 1, -0.1
- Cc1c(-c2ccccc2)c(=O)oc2cc(O)ccc12
    2, -1.3, -1, 0.2
- CCOCCCN1C(=O)c2ccccc2CC1(C)C(=O)NC1CCCCC1 (stereo not drawn)
    6, -0.6, 0, 0.2
- CSc1nc2c(c(=O)n1CC1CCCC1)C1(CCCC1)Cc1ccccc1-2
    9, 0.0, 3, 0.6
- O=C(c1ccco1)N1CCN(C(=O)c2cnn3cc(Br)cnc23)CC1
    11, 0.5, 4, -0.2
- O=C(Nc1ccc(Cc2ccncc2)cc1)c1ncn[nH]1
    25, -1.0, -7, 0.0
- CCOc1cc(CN2CCN(Cc3ccccc3C)CC2)ccc1OC
    52*, 0.9, 2, -0.2
- COc1ccc(C(=O)NCc2nnc(SCC(=O)N3N=C(c4cccs4)CC3c3ccc(F)cc3)n2-c2cccc(Cl)c2)cc1 (stereo not drawn)
    1, 0.3, 5, -0.1
- Cc1ccc(N2CC(c3nc4ccccc4[nH]3)CC2=O)cc1C (stereo not drawn)
    -4, 1.4, 1, 0.0
- CCCOc1ccc(/C(O)=C2\C(=O)C(=O)N(c3nc(C)c(C(=O)OCC)s3)C2c2ccccc2F)c(C)c1 (stereo not drawn)
    9, -1.0, -14, 0.1
- CCCCNc1ccc(C(N)=O)cc1[N+](=O)[O-]
    32, -0.6, -8, 0.1
- Cc1ccc(C)c(C(=O)Nc2ccc(F)cc2)c1
    1, 2.1, 3, 0.1
- CCOC(=O)c1c(-c2ccc(-c3ccccc3)cc2)csc1NC(=O)c1ccccc1C(=O)O
    -4, 0.1, 0, -0.1
- O=c1c2ccccc2nc(SCc2c(F)cccc2Cl)n1C1CCCCC1
    0, -0.7, 10, 0.0
- COc1cccc(NC(=O)CCc2ccccc2)c1
    -8, -0.7, -41, -0.1
- Cc1ccc(NC(=O)C(=O)NCCCOC(C)C)cc1C
    -11, -0.9, -63, 0.0
- Cn1cc(Br)c(C(=O)Nc2nc3ccc4ccccc4c3s2)n1
    -2, 2.0, -1, -0.1
- COc1cc(C2=NOC(C(=O)N3CCCC3)C2)cc(OC)c1OC (stereo not drawn)
    -20, -0.1, -9, 0.1
- Cc1nn(-c2ccccc2)c(C)c1N1CCN(C(=O)Cc2ccc(F)cc2)CC1
    15, -0.5, 16, 0.4

Record cards, from the list above.
COc1ccc(C(=O)NCc2nnc(SCC(=O)N3N=C(c4cccs4)CC3c3ccc(F)cc3)n2-c2cccc(Cl)c2)cc1 (stereo not drawn) reads MITF inh = 1; GPR151 activ = 0.3; TEAD-YAP block = 5; FBW7 act = -0.1
Cn1cc(Br)c(C(=O)Nc2nc3ccc4ccccc4c3s2)n1 reads MITF inh = -2; GPR151 activ = 2.0; TEAD-YAP block = -1; FBW7 act = -0.1

Following part.
Fields: MITF inh, GPR151 activ, TEAD-YAP block, FBW7 act
- CCC(c1nnnn1CS(=O)(=O)c1ccc(C)cc1)N1CCN(c2ccccc2)CC1 (stereo not drawn)
    7, 1.5, 0, 0.0
- CCOC(=O)c1c(CSc2nc(C)c(C)c(C)c2C#N)oc2ccc(OC(C)=O)cc12
    8, -0.9, 17, 0.0
- Cc1ccc(CN[C@H]2C[C@H]3C(=O)N[C@H](CC(C)C)C(=O)N3C2)cc1F
    -6, 0.9, 5, -0.1
- O=C(/C=C/c1ccc(-c2ccccc2)cc1)Oc1ccc(Br)cc1
    -9, -0.4, 3, 0.4
- CCN(CCNC(=O)c1[nH]c(C)c(C(C)=O)c1C)c1ccccc1
    -1, 0.1, -1, -0.3
- CCC(C)NS(=O)(=O)c1ccc(OCC(=O)Nc2ccc3c(c2)OCCO3)cc1 (stereo not drawn)
    -1, 0.8, -6, -0.2
- Cc1nc(-c2ccc(F)cc2)cc(N2CCC3(CC2)OCCO3)n1
    8, -0.2, -1, 0.2
- O=C(Oc1cccc(NC(=O)c2ccccc2Cl)c1)c1ccc2c(c1)OCO2
    -9, 1.6, 60*, -0.1
